PKA-R1A activ: activators of PKA-R1A complex; P00514+P68181; PKA-R1A dissociation, Cy5-IP20 fluorescence polarization; scaled: DMSO 0%, 113 µM cGMP 100%; activation, % at 11.4 µM; 0.083% of 340,000 active;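 active = percent activation above the mean of all tested compounds plus 3 SD, cut at about 19% in these data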;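 note: higher means more PKAc released from R1A so a rise in polarization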
MOR-DOR ag: agonists of human mu-delta opioid receptor heterodimerization | P35372+P41143 | cells, OPRM1-OPRD1 heterodimerization, luminescence | activation, % at 9.3 µM | 0.3% of 340,000 active | AID 504326; in the data active = activation above about 18%;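 note: 0% = vehicle-treated cells and 100% = reference agonist; values of inactives mirror those of a sister screen read the other way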
Target sequence (P35372 whole entry, looked up): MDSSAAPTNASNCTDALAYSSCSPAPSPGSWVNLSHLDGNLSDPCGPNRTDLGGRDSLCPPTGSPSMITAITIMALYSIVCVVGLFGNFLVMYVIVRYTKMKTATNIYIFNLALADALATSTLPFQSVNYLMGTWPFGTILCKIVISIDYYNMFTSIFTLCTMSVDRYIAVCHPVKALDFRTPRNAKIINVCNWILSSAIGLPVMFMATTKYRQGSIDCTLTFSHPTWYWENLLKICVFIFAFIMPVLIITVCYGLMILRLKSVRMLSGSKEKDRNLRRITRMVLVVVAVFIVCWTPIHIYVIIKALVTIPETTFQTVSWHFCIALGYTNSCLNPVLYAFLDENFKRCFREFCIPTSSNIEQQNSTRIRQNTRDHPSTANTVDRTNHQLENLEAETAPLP
Target sequence (P41143 whole entry, looked up): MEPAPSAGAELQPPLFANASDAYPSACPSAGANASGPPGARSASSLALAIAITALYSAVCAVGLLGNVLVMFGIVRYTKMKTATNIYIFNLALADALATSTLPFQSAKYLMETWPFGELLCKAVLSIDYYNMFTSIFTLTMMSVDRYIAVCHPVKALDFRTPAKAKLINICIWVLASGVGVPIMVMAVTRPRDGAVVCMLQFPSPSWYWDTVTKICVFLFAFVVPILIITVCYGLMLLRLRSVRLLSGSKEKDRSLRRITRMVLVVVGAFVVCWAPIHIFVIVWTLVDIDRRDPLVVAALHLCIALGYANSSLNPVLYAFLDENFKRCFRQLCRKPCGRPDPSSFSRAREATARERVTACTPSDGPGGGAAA
Tat export inh: E. coli Tat transport inhibition | E. coli MC4100 TorA-mCherry Tat export, fluorescence | inhibition, % at 10 µM | 0.036% of 340,000 active;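 active = mean replicate inhibition at least 50% and at least half of replicates individually reaching 50%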;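 note: exported cargo escapes ClpAP degradation while cytoplasmic cargo is degraded and loses fluorescence; 0% = median of neutral control wells and 100% = median of NaSCN control wells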
MOR-DOR inv ag: inverse agonists of human mu-delta opioid receptor heterodimerization. P35372+P41143. cell-based MOR-DOR heterodimer luminescence, inverse agonism. inhibition, % at 9.3 µM. 0.21% of 340,000 active. AID 504357; in the data active = inhibition above about 22%, passing the limit was not always enough;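 note: 0% = cells with DMSO and 100% = wells without cells with DMSO; values of inactives mirror those of a sister screen read the other way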
PKA-R2B act: activates the human PKA-R2B holoenzyme complex; PKA-R2B holoenzyme dissociation, Cy5-IP20 fluorescence polarization; R2B truncated from residue 108, S112A mutant; 0% DMSO only, 100% 113 µM cGMP; P22694+P31323; 0.079% of 340,000 active; activation, % at 11.4 µM; AID 504700;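 active = activation above a cutoff set at the mean over all compounds plus 3 SD, cut at about 18% in these data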;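 note: higher means more holoenzyme dissociation and a rise in polarization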
HTR5A inv ctr: HTR5A inverse agonism, opioid heterodimer counter-screen; P47898; HTR5A cell line, luminescence; inhibition, % at 9.3 µM; 0.083% of 340,000 active; in the data active = inhibition mostly above about 23%, no sharp cut-off; inactive = mostly below about 18%;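 note: 0% = cells with DMSO and 100% = no-cell wells with DMSO; some compounds called inactive have numbers as strong as hits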
AddAB inh: less growth of phage-infected E. coli with AddAB; AID 435030; 0.29% of 330,000 active; E. coli expressing H. pylori AddAB, absorbance growth; inhibition, % at 11.9 µM; in the data active = inhibition above about 12%;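 note: 0% = vehicle wells of infected cells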
phage Ecoli inh: E. coli growth loss with phage present | growth absorbance | inhibition, % at 11.9 µM | 0.26% of 360,000 active; in the data active = inhibition above about 11%
Mot1-301 SUMO: inhibitors of SUMOylation pathway: yeast Mot1-301 growth rescue | S. cerevisiae Mot1-301 growth rescue, ATP luminescence, 38.5C; percent above DMSO median, 100 means doubled | growth rescue, % at 18.8 µM | 1% of 320,000 active | AID 2716;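 active = every valid replicate shows activation above 250% relative to neutral control wells; inactive = the rest, any valid replicate at or below 250%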;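 note: OY570 slx delta 5 strain wells were the positive control but not used for scaling; some compounds called inactive have numbers as strong as hits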
PfHsp90 set2: inhibits growth of yeast expressing Plasmodium falciparum Hsp90; S. cerevisiae expressing PfHsp90, BacTiter-Glo ATP, 48 h; yeast lacking PDR1 and PDR3 efflux regulators; inhibition, % at 9.4 µM; 0.32% of 310,000 active; AID 504621;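 active = every replicate shows inhibition above about 80%, whatever the replicate mean, limit read from the data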;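 note: 0% = DMSO neutral controls and 100% = 20 µM radicicol positive controls; yeast relying on Plasmodium falciparum Hsp90 in place of its own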
E coli growth: bacterial growth inhibition, counter-screen for AddAB inhibitors; 0.27% of 330,000 active; AID 449728; inhibition, % at 11.9 µM; E. coli V3065 growth, OD600 absorbance, 18 h;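 active = inhibition above the campaign's mean inhibition across all tested compounds plus 3 SD, cut at about 9.9% in these data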;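 note: uninfected addAB+ strain grown without phage in ampicillin broth; 0% = DMSO wells and 100% = ciprofloxacin 0.95 µg/ml wells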
The depositor's hits bear a star; . = not tested or not shown. Rows were taken by chance. About 2.2% of those tested had a hit in this group.

SMILES	PKA-R1A activ	MOR-DOR ag	Tat export inh	MOR-DOR inv ag	PKA-R2B act	HTR5A inv ctr	AddAB inh	phage Ecoli inh	Mot1-301 SUMO	PfHsp90 set2	E coli growth
Cc1ccc(-n2c(=O)c3c(n4cnnc24)-c2ccccc2CC32CCCCC2)cc1	-17	-3.1	4	17	2	-16	-0.7	2.9	1	-24	-0.3
CCN(CC)S(=O)(=O)c1cc(NC(=O)CNc2cccc(S(=O)(=O)N3CCCC3)c2)ccc1C	-2	-0.2	2	1	6	12	-0.7	.	9	.	2.2
CCCN1CCC(=O)N([C@H](CO)CC(C)C)CC1	8	-3.5	-3	20	6	2	1.4	2.1	-1	-2	-0.3
CN(C)Cc1c(O)ccc2c1O/C(=C\C=C\c1ccccc1)C2=O	-4	1.6	2	-8	-4	7	-0.8	2.8	1	26	2.0
O=C1Cc2ccccc2C(c2ccc(Cl)cc2)N1 (stereo not drawn)	-3	-2.8	1	14	-9	-4	0.6	3.2	-9	24	1.7
CCc1nc2ccc(C(=O)Nc3ccc4c(c3)OCO4)cc2nc1CC	-10	-2.2	-9	10	-10	-6	4.1	4.1	-21	4	2.5
CCN1CCN(c2ccc(S(=O)(=O)N3CCOCC3)cc2NC(=O)C2CCC(C(C)(C)C)CC2)CC1 (stereo not drawn)	1	3.2	0	-13	-2	-4	.	0.9	.	-15	.
CCN(C(=O)c1sc(N)c(C#N)c1C)C1CCCCC1	-10	-2.1	2	12	0	2	-1.8	3.0	.	6	0.1
S=c1[nH]nc(-c2cc(-c3ccccc3)n[nH]2)n1/N=C/c1ccccc1	-4	1.0	-3	-5	-4	0	0.9	1.9	164	-21	-0.8
Cc1ccc(N2C(=O)N(CC(=O)N3CCOCC3)C(=O)C2C)cc1 (stereo not drawn)	-4	-0.5	-4	2	0	8	1.4	2.0	-11	.	1.7
COc1ccc(NS(=O)(=O)c2cc(NC(=O)COc3ccccc3F)ccc2OC)cc1	5	1.8	-4	-7	-1	-5	-0.9	-0.1	-19	10	-2.3
COc1c([N+](=O)[O-])c(=O)oc2ccccc12	10	-0.4	-6	2	-16	17	1.3	3.7	9	16	1.0
Cc1ccc(NC(=O)NC2=NN(c3ccccc3)C(=O)/C2=C2/CCCN2C)cc1	-6	0.5	-1	-3	11	10	-1.4	4.4	.	18	-0.5
CC1(C)CC(=O)C(C=NCC2CCN(C(=O)Nc3ccc(Cl)c(Cl)c3)CC2)=C(O)C1	-2	-2.9	6	15	15	12	1.5	1.0	21	.	0.2
O=C(Cn1c(=O)oc2cc(S(=O)(=O)N3CCCCC3)ccc21)N1CCCCC1	3	-1.9	-2	9	-4	-12	1.8	-1.1	271	-4	1.6
CCc1ccccc1NC(=S)N(Cc1ccc(C(=O)O)cc1)Cc1ccc(OC)c(OC)c1	-10	-0.3	-3	2	2	-16	-0.1	2.8	0	27	-1.4
CCC(=O)Nc1cc(-c2nn3c(C)nnc3s2)ccc1C	0	-2.0	-4	11	-1	19	-0.7	1.4	-17	25	-1.5
CNC(=O)C(=O)NCC1OCCN1S(=O)(=O)c1ccc(C)cc1 (stereo not drawn)	-8	-3.9	12	22	-3	-19	-0.9	3.1	-7	-10	-1.1
c1ccc(Nc2ncnc3sccc23)cc1	1	-0.5	4	3	-6	-20	3.7	3.9	-3	17	0.9
OC(C#CCN1CCCC1)(c1ccccc1)c1cccc(F)c1 (stereo not drawn)	-3	-1.7	0	9	6	10	2.6	2.7	68	11	-1.6

2 records drawn at random from those above:
SMILES	PKA-R1A activ	MOR-DOR ag	Tat export inh	MOR-DOR inv ag	PKA-R2B act	HTR5A inv ctr	AddAB inh	phage Ecoli inh	Mot1-301 SUMO	PfHsp90 set2	E coli growth
CNC(=O)C(=O)NCC1OCCN1S(=O)(=O)c1ccc(C)cc1 (stereo not drawn)	-8	-3.9	12	22	-3	-19	-0.9	3.1	-7	-10	-1.1
CCC(=O)Nc1cc(-c2nn3c(C)nnc3s2)ccc1C	0	-2.0	-4	11	-1	19	-0.7	1.4	-17	25	-1.5

The list goes on.
SMILES	PKA-R1A activ	MOR-DOR ag	Tat export inh	MOR-DOR inv ag	PKA-R2B act	HTR5A inv ctr	AddAB inh	phage Ecoli inh	Mot1-301 SUMO	PfHsp90 set2	E coli growth
CCn1nnc(-c2ccccc2NC(=O)c2ccc(-n3cnnn3)cc2)n1	-8	0.6	-9	-4	-9	10	2.0	-0.2	-14	22	0.4
NC(=O)CSCc1cccc(Br)c1	-1	-2.9	-4	18	5	-23	1.6	4.0	-2	-10	-2.0
Cc1cc(NC(=O)CCC(=O)N(CC(=O)NC2CCCC2)Cc2ccc3c(c2)OCO3)no1	-15	-1.1	-6	7	2	11	3.1	4.0	333	13	3.5
CCC(C)Sc1nnc(CSc2nc(C)cc(C)n2)n1C (stereo not drawn)	-3	0.5	7	-2	-10	43	1.2	1.9	4	-21	-3.6
CCCOC(=O)C1=C(C)NC2=C(C(=O)CCC2)C1c1ccc(N(C)C)cc1 (stereo not drawn)	6	0.5	2	-2	4	-3	4.1	1.7	2	-11	-0.7
CCn1c(CC(=O)Nc2ccc(C)cc2)nnc1SCC(=O)N1CCOCC1	2	-3.0	-3	16	6	5	-4.0	-0.3	-13	-53	1.4
CC1=C(C(N)=O)C(c2cccs2)NC(=S)N1 (stereo not drawn)	5	-0.2	-1	1	-4	-4	3.9	2.4	427	-8	2.6
CN(C)C(=O)CCc1ccc2c3c([nH]c2c1)[C@]1(CCC2CCCC2)[C@@H](C(=O)N2CCOCC2)C[C@H](CC(=O)NCc2cccc(C(F)(F)F)c2)C(=O)N1CC3	-2	-0.3	25	2	-1	-5	-1.2	4.5	.	8	-3.4
COc1ccc(-c2c(-c3cccc(C)c3)oc3ccc(-c4ccc5c(c4)OCO5)cc23)cn1	-2	-0.5	-6	2	-5	-1	1.6	3.4	-3	-7	0.9
COc1ccc(CN(C)C(=O)c2ccc3ccccc3n2)cc1F	-3	-1.5	-1	10	9	14	4.1	0.6	-6	16	0.6
CCOc1ccc(N2C(=O)CC(Sc3nc(C)cc(C)n3)C2=O)cc1 (stereo not drawn)	-5	1.6	-7	-9	11	-13	-0.9	3.6	-3	.	0.4
Cc1nn(-c2ccccc2)c(C)c1C(=O)NCCc1ccccc1	-7	2.0	-1	-15	2	9	3.7	-0.6	222	-13	-1.4
CCCOc1ccc(CNC(=O)CCC(=O)n2ncc3cc(C)ccc32)cc1	5	2.0	-14	-12	-5	-7	2.9	-0.8	206	6	1.2
COc1ccc(CC(=O)N2CCN(C(=O)Cc3ccc(OC)cc3)CC2)cc1	-5	-2.0	-1	12	4	4	0.5	3.8	13	-12	1.2
CNC(=S)Nc1ccc(N2CCN(c3ccc(C(F)(F)F)cn3)CC2)nc1	.	.	2	.	.	.	1.9	4.6	17	-2	-0.7
CN(C(=O)c1cccc(NC(=O)Cc2cccc(NC(=O)C3CCCN(C(=O)C4CCCC4)C3)c2)c1)C1CCC1 (stereo not drawn)	-3	1.2	6	-6	7	-9	.	-0.6	.	-6	.
Cc1cccc(C(=O)N2CCN(S(=O)(=O)c3ccc4c(c3)OCCCO4)CC2)c1[N+](=O)[O-]	0	-2.0	-4	11	3	10	2.3	-2.8	-10	5	1.6
O=C(NCCN1C(=O)S/C(=C/c2cccnc2)C1=O)c1cccs1	6	-4.8	16	18	-3	-18	1.3	0.4	-13	12	-1.8
Cc1nc2ccc(NC(=O)N(C(C)C)C(C)C)cc2s1	-10	-0.6	0	3	-9	16	-0.5	3.8	984	-6	-0.9
C[C@]12c3[nH]c4ccc(Cl)cc4c3CCN1C(=O)[C@@H](CC(=O)NCCC1=CCCCC1)C[C@@H]2C(=O)N1CCCCC1	3	-2.6	0	13	-5	-10	0.2	2.1	.	-9	0.0
CCOCCCNC(=O)C1(O)c2cc(Br)ccc2NC(=O)N1c1ccc(C)c(C)c1 (stereo not drawn)	5	-1.8	-1	8	2	9	0.2	4.4	-7	-23	0.9
NC(=O)c1snnc1-c1ccccc1	-2	-0.4	-3	2	2	-23	4.1	2.1	6	1	2.7
CCCCCCCSc1nnc(-c2ccccc2N)c(=O)[nH]1	-3	-1.1	1	5	-17	-14	-1.0	3.8	-9	32	-1.3
CC(OC(=O)c1cc2ccccc2o1)C(=O)Nc1ccc(N2CCOCC2)cc1 (stereo not drawn)	0	-1.1	1	5	2	4	-2.9	3.0	11	-5	-0.5
CCOc1ccc(NC(=O)CSc2ccccc2N)cc1	-6	4.1	-4	-21	-1	4	1.5	0.6	1	-9	-2.8
O=C(N/N=C/c1ccc(OCC(=O)N2CCOCC2)cc1)c1ccccc1Cl	6	-1.0	-6	5	2	-2	2.2	0.3	6	7	-0.2
COCCNC(=O)CN(C(=O)CCC(=O)Nc1ccccn1)c1ccc(F)cc1	-4	-3.7	-2	15	-8	-13	1.1	2.5	3	-6	-2.0
CCOC(=O)C1CCCN(C(=O)c2cc(-c3ccncc3)nc3ccccc23)C1 (stereo not drawn)	0	-0.7	-9	5	1	-26	0.7	0.4	79	23	-1.1
COc1ccc2oc(N)nc2c1	-6	-2.2	0	11	-2	-16	.	5.5	.	-2	.
O=C1CC(N2CCN(c3nc4ccccc4s3)CC2)C(=O)N1c1ccc(F)cc1 (stereo not drawn)	-11	-1.8	-8	10	-7	-25	-0.5	3.2	-6	14	1.2
CCCCn1cnc2c1c(=O)n(C)c(=O)n2C	-7	-2.9	4	14	-2	-1	0.0	4.1	-18	.	-1.7
N#CC1(Cc2ccc([N+](=O)[O-])cc2)c2ccccc2C=CN1C(=O)c1ccccc1 (stereo not drawn)	-7	-1.4	-15	6	-7	-10	2.1	1.7	8	-4	-0.7
Cc1nc([N+](=O)[O-])c(N2CCN(C)CC2)n1Cc1ccccc1	3	-1.7	-2	9	-3	11	-0.2	2.4	16	-11	-0.2
O=c1oc2ccccc2n1Cc1ccccc1F	0	-2.0	13	9	-3	0	-0.9	-0.9	2	-9	-0.5
c1ccc2c(N3CCOCC3)c3c(nc2c1)CCC3	-20	-3.2	9	15	-4	1	1.0	2.3	-9	4	-2.1
COc1ccc(OC2CCN(S(=O)(=O)c3cccc(F)c3)CC2)cc1	0	-1.3	6	6	-16	21	1.2	3.6	185	15	0.7
O=C(NCC(=O)N1CC=C(c2ccccc2)CC1)c1ccc(F)cc1	4	-1.5	4	8	6	-2	1.9	4.6	64	.	-1.4
O=C(CSC1=Nc2ccccc2C2=NC(CC(=O)NCc3ccco3)C(=O)N12)NCC1CCCO1 (stereo not drawn)	4	-2.3	1	12	-2	-3	2.1	3.7	8	21	-2.3
COc1ccc(NCC(=O)Nc2ccc(Cl)cc2C)c(OC)c1	-8	1.8	1	-10	-3	-18	1.1	2.0	-4	3	-3.0
OCCCNC(=S)Nc1ccc2nccnc2c1	9	7.4	2	-37	-2	8	2.1	4.9	-16	-4	4.2
COc1ccc(S(=O)(=O)N2CCN(C(=O)CN3C(=O)NC4(CCCC4)C3=O)CC2)cc1	-6	-2.2	-3	7	0	4	2.3	0.9	-6	-14	-1.4
CCCCNCCCOc1ccc(C)cc1Br	-4	-1.4	-4	7	3	-2	5.8	1.2	3	8	2.0
O=C(c1ccc(Cl)nc1)N1CCc2ccccc2C1	-4	-2.6	-2	15	-6	-18	-1.9	1.0	-22	-14	0.1
